APJ agonist = agonists of human APJ apelin receptor. CHO-K1 APJ PathHunter beta-arrestin, luminescence; 0% DMSO wells, 100% apelin. activation, % at 20 µM. 330,000 tested, 0.11% active;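 active = activation more than six SD over the plate average, tested at 20 µM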;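 note: 0% = DMSO alone and 100% = apelin-13 at 10 nM; some results filed as inactive read as strong as hits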
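system = engineered CHO-K1 APJ arrestin reporter cells | input = 1000 cells per well | timing = overnight seeding, 90 min compound at 25 °C, 1 h detection | measured by = enzyme-fragment complementation luminescence | read-out = beta-arrestin recruitment to APJ as agonist activity, luminescent signal | control set = negative DMSO alone, positive Apelin-13 at 10 nM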
EBI2 block = EBI2 (human) antagonism. inhibition, % at 5 µM. 360,000 tested, 0.81% active. EBI2 beta-arrestin recruitment, luminescence, 7a,25-OHC stimulated. AID 651636. P32249; in the data active = inhibition above about 38%;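 note: enzyme fragment complementation signal reports receptor beta-arrestin coupling in cells; 0% = agonist plus DMSO wells and 100% = wells without agonist; some results beyond the cut were filed as inactive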
Target sequence (P32249 whole entry, looked up, the tested form may be a part): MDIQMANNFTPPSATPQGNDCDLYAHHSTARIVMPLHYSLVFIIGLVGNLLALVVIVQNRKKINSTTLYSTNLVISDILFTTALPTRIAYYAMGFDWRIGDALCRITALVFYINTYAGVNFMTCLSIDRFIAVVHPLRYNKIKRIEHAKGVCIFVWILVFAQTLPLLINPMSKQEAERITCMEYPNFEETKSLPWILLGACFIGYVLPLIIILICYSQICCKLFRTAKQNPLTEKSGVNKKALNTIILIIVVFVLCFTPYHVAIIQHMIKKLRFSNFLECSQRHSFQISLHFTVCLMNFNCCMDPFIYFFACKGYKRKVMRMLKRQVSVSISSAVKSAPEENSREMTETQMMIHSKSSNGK
CXCR6 block = blocks human CXCR6 beta-arrestin recruitment; 360,000 tested, 0.36% active; inhibition, % at 20 µM; O00574; CHO-K1 PathHunter CXCR6 beta-arrestin, luminescence; AID 602244; in the data active = inhibition above about 34%, passing the limit was not always enough;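 note: antagonist mode with CXCL16 agonist at 10 nM final; 0% = 10 nM CXCL16 with DMSO and 100% = unstimulated wells without agonist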
Target sequence (O00574 whole entry, looked up): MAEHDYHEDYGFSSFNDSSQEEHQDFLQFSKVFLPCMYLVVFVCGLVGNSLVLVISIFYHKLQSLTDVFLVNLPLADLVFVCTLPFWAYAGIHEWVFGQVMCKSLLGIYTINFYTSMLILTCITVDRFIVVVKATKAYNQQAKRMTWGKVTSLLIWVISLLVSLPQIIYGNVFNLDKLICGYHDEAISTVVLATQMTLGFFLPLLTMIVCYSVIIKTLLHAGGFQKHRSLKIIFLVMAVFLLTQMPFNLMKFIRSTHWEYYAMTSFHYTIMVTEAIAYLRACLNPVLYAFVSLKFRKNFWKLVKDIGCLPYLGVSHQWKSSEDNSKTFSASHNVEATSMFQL
CHOP UPR activ = apoptotic UPR (CHOP) activation. 330,000 tested, 0.34% active. AID 449763. activation, % at 10 µM. CHO-CHOP luciferase reporter, luminescence; percent of tunicamycin response over DMSO baseline;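 active = at 10 µM dose, activation of 40% or more, normalized to positive control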;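 note: 100% = tunicamycin at 10 µg/mL and 0% = DMSO alone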
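Evaluation: % reporter activation, DMSO baseline versus tunicamycin full activation; System: CHO-CHOP luciferase reporter cell line; Input: 500 cells/well; Incubation: 6 h compound treatment, 37 °C; Measured by: Steady-Glo luciferase luminescence; Dosing: one dose, 10 µM in 0.5% DMSO; Buffer or medium: F12 medium, 10% FBS; Benchmarks: positive tunicamycin 10 µg/mL, negative DMSO alone.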
CCR6 antag = antagonists of human CCR6 receptor. inhibition, % at 20 µM. 340,000 tested, 0.49% active. CHO-K1 CCR6 PathHunter beta-arrestin, luminescence, CCL20-stimulated. P51684;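 active = compounds whose inhibition of the agonist-driven luminescence signal at 20 µM reaches about 50%, limit read from the data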;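 note: cells stimulated with CCL20 at 14 nM final; plate controls were DMSO with CCL20 for no effect and DMSO without agonist for full effect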
Target sequence (P51684 whole entry, looked up): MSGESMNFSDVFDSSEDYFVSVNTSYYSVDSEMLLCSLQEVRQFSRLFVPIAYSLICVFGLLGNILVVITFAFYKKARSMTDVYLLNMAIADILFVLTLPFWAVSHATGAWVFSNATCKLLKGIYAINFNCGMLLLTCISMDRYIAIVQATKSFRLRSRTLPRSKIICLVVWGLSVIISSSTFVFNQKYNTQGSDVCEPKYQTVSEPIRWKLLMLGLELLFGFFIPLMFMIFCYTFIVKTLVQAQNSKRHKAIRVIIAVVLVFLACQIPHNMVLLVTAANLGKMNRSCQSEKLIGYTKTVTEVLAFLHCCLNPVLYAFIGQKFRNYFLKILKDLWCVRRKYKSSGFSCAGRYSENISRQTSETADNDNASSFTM
XBP1 UPR activ = adaptive UPR (XBP1) activation. activation, % at 20 µM. CHO-XBP1 luciferase reporter, IRE1-XBP1 UPR activation, luminescence; percent of tunicamycin response, DMSO as zero. 330,000 tested, 0.33% active;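 active = versus positive control, 20 µM dose yields 30% or more activation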;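 note: 100% = tunicamycin at 10 µg/mL and 0% = DMSO only wells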
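Material: CHO cell line with stable XBP1 luciferase reporter; schedule: 16-18 h cell attachment at 37 °C, then 6 h compound exposure; signal: glow luminescence from Steady-Glo reagent; medium: serum-containing F12 medium, 10% FBS; benchmarks: tunicamycin 10 µg/mL and vehicle-only wells; read-out: percent activation relative to tunicamycin reference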
Mdm2 MdmX PPI = human Mdm2/MdmX binding inhibition; O15151+Q00987; SaOS-2 split-luciferase Mdm2/MdmX complementation, luminescence; inhibition, % at 8 µM; 330,000 tested, 3% active; AID 485346;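 active = inhibition of at least 50% at 8 µM in the primary screen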
APJ antagonist = APJ receptor antagonism; P35414; CHO-K1 APJ beta-arrestin complementation, luminescence; inhibition, % at 20 µM; 330,000 tested, 0.32% active; AID 2521;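 active = inhibition above about 40% at 20 µM, limit read from the data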;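 note: cells challenged with 10 nM apelin-13 agonist together with compound; plate controls were apelin-13 plus DMSO wells for no effect and DMSO wells lacking apelin-13 for full effect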
tim23-1 inh = growth inhibitors of tim23-1 mutant yeast; S. cerevisiae tim23-1 growth, BacTiter-Glo luminescence, 24 h; inhibition, % at 20 µM; 330,000 tested, 1.3% active;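 active = growth inhibition of the mutant yeast at or above 50%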;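 note: temperature-sensitive mutant grown at 25 °C; plate controls were DMSO-treated mutant yeast for no effect and medium wells lacking yeast for full effect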
The depositor's hits bear a star.

Keys: A = APJ agonist; B = EBI2 block; C = CXCR6 block; D = CHOP UPR activ; E = CCR6 antag; F = XBP1 UPR activ; G = Mdm2 MdmX PPI; H = APJ antagonist; I = tim23-1 inh
> CN(C(=O)COC(=O)c1cccc(F)c1)c1ccccc1
  A = -2 | B = 0 | C = -12 | D = 1.0 | E = 6 | F = 1 | G = 7 | H = 14 | I = 31
> COc1ccc(OC)c(CN2CCN(C(=O)CNC(=O)c3cc(C)cc(C)c3)CC2)c1
  A = 1 | B = 7 | C = 0 | D = -1.2 | E = -5 | F = -4 | G = -7 | H = 1 | I = 7
> CC(=O)Nc1cccc(-n2nnc(SCC(N)=O)n2)c1
  A = 1 | B = 15 | C = -2 | D = 1.9 | E = 2 | F = 1 | G = 14 | H = 4 | I = 1
> Nc1ccccc1-c1nnc(SCc2ccccc2Cl)[nH]c1=O
  A = -1 | B = 16 | C = 5 | D = 1.2 | E = 9 | F = -1 | G = -10 | H = 7 | I = 2
> COc1ccc(S(=O)(=O)NNC(=O)Nc2ccc(C)cc2)c(OC)c1
  A = 2 | B = 2 | C = -2 | D = 0.8 | E = 3 | F = -4 | G = 2 | H = -19 | I = 3
> O=C(CCC1CCCCC1)Nc1c2c(nn1-c1ccc(F)cc1)CS(=O)C2 (stereo unspecified)
  A = 2 | B = 1 | C = -4 | D = 3.0 | E = 7 | F = 0 | G = -26 | H = 10 | I = -1
> O=S(=O)(CC(CN1CCCC1)N1CCCC1)c1ccc2ccccc2c1 (stereo unspecified)
  A = 1 | B = -16 | C = 7 | D = 11 | E = 21 | F = -3 | G = 75* | H = 4 | I = -18
> NNC(=O)CNC(c1ccccc1)c1cc(Br)ccc1NC(=O)CCN1CCOCC1 (stereo unspecified)
  A = 2 | B = 0 | C = 2 | D = -1.7 | E = 4 | F = -3 | G = -16 | H = 2 | I = 8
> OC(CNCc1ccccc1C(F)(F)F)C(F)(F)F (stereo unspecified)
  A = -2 | B = -1 | C = 8 | D = 0.0 | E = 15 | F = -1 | G = -19 | H = -4 | I = 3
> COc1ccc(OC)c(S(=O)(=O)N2CCC(C(=O)N3CCN(Cc4ccccc4)CC3)CC2)c1
  A = 0 | B = 3 | C = -4 | D = 11 | E = -6 | F = 1 | G = -20 | H = 16 | I = 2
> O=C(COC(=O)c1cc(=O)c2ccccc2o1)NCC1CCCCC1
  A = -2 | B = 4 | C = -4 | D = 0.9 | E = 7 | F = -5 | G = 0 | H = -3 | I = 6
> CC(=O)c1ccc(N2CCN(S(=O)(=O)c3ccc4c(c3)CC(C)N4C(=O)C3CC3)CC2)cc1 (stereo unspecified)
  A = 1 | B = -5 | C = -6 | D = 9.6 | E = 8 | F = -3 | G = 14 | H = 17 | I = -9
> CCOc1ccc(NC(=O)CC2C(=O)NCCN2C(=O)Nc2ccccc2)cc1 (stereo unspecified)
  A = 7 | B = -2 | C = 0 | D = 3.3 | E = -4 | F = -4 | G = 17 | H = -9 | I = 2
> CCN1C=CC2=C(C#N)C(N)C(C#N)(C#N)C(c3ccccc3C(F)(F)F)C2C1 (stereo unspecified)
  A = -3 | B = 29 | C = 8 | D = 0.6 | E = 2 | F = -1 | G = 15 | H = 12 | I = -48
> CCC(=O)NC(O)C(=O)c1ccc(C)cc1 (stereo unspecified)
  A = -2 | B = -17 | C = 2 | D = -0.8 | E = 5 | F = -1 | G = 27 | H = 4 | I = 4
> CC1=NN(C(=O)c2ccc(Cn3nc(C)c([N+](=O)[O-])c3C)cc2)C(O)(C(F)(F)F)C1 (stereo unspecified)
  A = -2 | B = -2 | C = 2 | D = 0.0 | E = 4 | F = 0 | G = -1 | H = -4 | I = 16
> N=C1c2ccccc2CN1NC(=O)c1cccc(S(=O)(=O)N2CCOCC2)c1
  A = 0 | B = -11 | C = -1 | D = -0.1 | E = -2 | F = 0 | G = 6 | H = 9 | I = 4
> CCN(CC(=O)Nc1ccc(NC(C)=O)cc1)C(=O)c1cn(-c2ccccc2)nc1-c1cccs1
  A = 0 | B = -1 | C = -10 | D = 0.7 | E = -4 | F = -2 | G = 20 | H = 0 | I = 6
> COc1cccc(/C=C/C(=O)OCC(=O)NCCC2=CCCCC2)c1OC
  A = -3 | B = 4 | C = -6 | D = 0.8 | E = 5 | F = 2 | G = -9 | H = 19 | I = 13
> COCCn1nnnc1C(c1cccs1)N1CCN(c2nc3ccccc3s2)CC1 (stereo unspecified)
  A = 3 | B = 8 | C = 2 | D = -1.2 | E = 6 | F = -4 | G = 1 | H = 10 | I = 27
> Cc1cc(C)n(CC(=O)NNC(=O)COc2ccc(Br)cc2F)n1
  A = -3 | B = -9 | C = 2 | D = -0.4 | E = -3 | F = 0 | G = 1 | H = -2 | I = 5
> CCCC(=O)Nc1cc(C)c2c(=O)oc3ccccc3c2n1
  A = -2 | B = -2 | C = 0 | D = 0.3 | E = -8 | F = 1 | G = 15 | H = -7 | I = 26
> COc1cc(/C=C/C(=O)O)cc(S(=O)(=O)Nc2ccc(F)cc2)c1OC
  A = -1 | B = -8 | C = -1 | D = -1.7 | E = 11 | F = -2 | G = -21 | H = 0 | I = 3
> COc1ccc(-c2nc(C#N)c(N3CCc4ccccc4C3)o2)cc1OC
  A = -1 | B = 9 | C = 8 | D = 0.7 | E = 17 | F = 5 | G = 10 | H = 1 | I = 31
> Cc1cc(=O)[nH]c(/N=C(\N)Nc2ccc(SC(F)F)cc2)n1
  A = 0 | B = 2 | C = -2 | D = -1.0 | E = 1 | F = -2 | G = 18 | H = 11 | I = 1
> COc1cc(NC(=O)C2CC(=O)N(CCc3ccc(F)cc3)C2)cc(OC)c1OC (stereo unspecified)
  A = -2 | B = -2 | C = -17 | D = 0.5 | E = 2 | F = 0 | G = -13 | H = 1 | I = 4
> O=C(c1ccccc1)c1cccn1CC(=O)N1CCN(c2ccccc2)CC1
  A = -3 | B = 4 | C = 1 | D = -2.3 | E = 10 | F = -4 | G = -10 | H = -2 | I = 17
> CC(=O)Nc1ccc(S(=O)(=O)NC2=NCN(CCOC(=O)c3ccccc3)CN2)cc1
  A = -4 | B = -7 | C = 2 | D = 2.3 | E = -10 | F = 7 | G = 2 | H = -2 | I = -10
> O=C(Nc1ccc(Cl)c(Cl)c1)OCc1cnc(Cl)s1
  A = 0 | B = -7 | C = -9 | D = 1.9 | E = 6 | F = 2 | G = 30 | H = -2 | I = 19
> N=c1nc(N)nc2n1NC(c1ccc(F)cc1)=CS2
  A = -3 | B = -13 | C = -14 | D = 2.3 | E = 10 | F = 10 | G = 38 | H = 16 | I = -148
> Cc1cccc(Nc2nnc(SC/C(O)=C(\C#N)c3nc4ccccc4[nH]3)s2)c1C
  A = -3 | B = 4 | C = -3 | D = 0.3 | E = 6 | F = -4 | G = 27 | H = -2 | I = 23
> Cc1ccc(S(=O)(=O)N2CCOC23CCN(C(=O)c2cc(Cl)ccc2Cl)CC3)cc1
  A = 0 | B = 4 | C = 9 | D = -0.2 | E = -7 | F = -1 | G = 12 | H = 16 | I = 27
> Cc1oc2c(CN3CCCCC3C)c(O)ccc2c(=O)c1-c1ccccc1 (stereo unspecified)
  A = -1 | B = -8 | C = -2 | D = 0.5 | E = 16 | F = -2 | G = 17 | H = 15 | I = 5
> CCOC(=O)c1c(C)[nH]c(C(=O)C(C)OC(=O)c2oc3ccccc3c2COC)c1C (stereo unspecified)
  A = -1 | B = 1 | C = -3 | D = -0.3 | E = 0 | F = 1 | G = 16 | H = 7 | I = 21
> O=C(COC(=O)c1ccccc1S(=O)(=O)N1CCCCC1)NCC(F)(F)F
  A = 5 | B = -8 | C = 1 | D = -0.5 | E = 5 | F = 1 | G = 10 | H = -17 | I = 5
> Nc1ccc(Sc2ccccc2Cl)nc1
  A = -4 | B = -5 | C = 1 | D = 3.3 | E = 0 | F = 0 | G = 20 | H = -1 | I = 0
> O=C(Nc1cccc([N+](=O)[O-])c1)Nc1ccc(Cl)cn1
  A = 0 | B = 7 | C = 13 | D = -1.4 | E = 6 | F = 2 | G = 18 | H = 2 | I = 0
> O=C(CSc1nnc2ccccn12)N1CCc2ccccc21
  A = 0 | B = 3 | C = 0 | D = 1.7 | E = -10 | F = -2 | G = -58 | H = -8 | I = 22
> Cc1ccc(-c2ccc(=O)n(CC(=O)Nc3cccc(C(=O)N4CCN(C)CC4)c3)n2)cc1
  A = -5 | B = 2 | C = 4 | D = -1.4 | E = -6 | F = 1 | G = 19 | H = -9 | I = 16
> COC(=O)Nc1ccc(Oc2ccccc2)cc1
  A = -2 | B = 6 | C = 2 | D = -0.1 | E = -8 | F = 6 | G = 18 | H = -4 | I = 22
> COc1ccccc1N(CC(=O)NC1CCCC1)C(=O)CCC(=O)Nc1cc(C)on1
  A = -2 | B = 2 | C = 1 | D = 0.6 | E = 10 | F = 0 | G = 6 | H = 8 | I = 10
> CCOC(=O)c1c(-c2cccs2)csc1NC(=O)CN(CC)CC
  A = 0 | B = 20 | C = -5 | D = -0.8 | E = 6 | F = -2 | G = 15 | H = 0 | I = 23
> CC(C)(C)c1ncc(S(=O)(=O)c2ccc(C(F)(F)F)cn2)c(N)n1
  A = 0 | B = 12 | C = 0 | D = 1.3 | E = 3 | F = -2 | G = 15 | H = 9 | I = 0
> CCCN(CCC)c1nc(C#N)nc(N(CCC)CCC)n1
  A = -2 | B = 14 | C = 6 | D = -0.5 | E = 23 | F = -2 | G = -3 | H = -19 | I = 5
> Cc1nonc1OCCCNc1ccc([N+](=O)[O-])cc1Cl
  A = -2 | B = 18 | C = 3 | D = 3.1 | E = 8 | F = 0 | G = -16 | H = 3 | I = -13
> COc1ccccc1N1CCN(C(=O)CNC(=O)c2cn(-c3ccccc3OC)c(=O)c3ccccc23)CC1
  A = -3 | B = 7 | C = -7 | D = 0.4 | E = 18 | F = -1 | G = 11 | H = -23 | I = 19
> O=C(COc1ccccc1Cl)NC(=O)NC1CCCC1
  A = -3 | B = 0 | C = -2 | D = 2.2 | E = 22 | F = 5 | G = -17 | H = 18 | I = 29
> COC(=O)CSc1nc(N2CCOCC2)c2c(c1C#N)CCCC2
  A = 3 | B = -7 | C = 4 | D = -0.8 | E = 26 | F = 0 | G = -16 | H = 9 | I = 30

Three entries from above, arranged by length of the SMILES, high to low:
Keys: A = APJ agonist; B = EBI2 block; C = CXCR6 block; D = CHOP UPR activ; E = CCR6 antag; F = XBP1 UPR activ; G = Mdm2 MdmX PPI; H = APJ antagonist; I = tim23-1 inh
> CC(=O)Nc1ccc(S(=O)(=O)NC2=NCN(CCOC(=O)c3ccccc3)CN2)cc1
  A = -4 | B = -7 | C = 2 | D = 2.3 | E = -10 | F = 7 | G = 2 | H = -2 | I = -10
> CCOC(=O)c1c(-c2cccs2)csc1NC(=O)CN(CC)CC
  A = 0 | B = 20 | C = -5 | D = -0.8 | E = 6 | F = -2 | G = 15 | H = 0 | I = 23
> O=C(Nc1ccc(Cl)c(Cl)c1)OCc1cnc(Cl)s1
  A = 0 | B = -7 | C = -9 | D = 1.9 | E = 6 | F = 2 | G = 30 | H = -2 | I = 19

The list is partial. The share of hits here may be higher or lower than overall.
